Compound activity from PubChem BioAssay.
FUS yeast rescue – FUS proteinopathy suppression in yeast; 390,000 tested, 0.24% active; Potency, µM (top dose mostly 76.6 µM), without a hit: top-dose growth rescue (activation), hits mostly activators; S. cerevisiae FUS-expressing, growth rescue, OD600, 24 h; AID 1347120;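 further: potency means the concentration at half of the fitted maximal effect; plate controls were DMSO vehicle for no effect and reference control for full effect; nearly all actives have a fitted effect of over 55% in size; some results filed as inactive show a strong effect at the top dose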
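Read-out: OD at 600 nm after 24hr at 30C, reporting rescue of FUS-induced yeast toxicity. Cells at OD 0.005 in galactose (2%) minimal medium; compounds tested in a dilution series; CP55940 titration from 92uM final as control.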
PLK1 PBD block – blocks phosphopeptide binding to human PLK1 polo-box domain; P53350; Plk1 PBD binding of FITC phosphopeptide, fluorescence polarization; Potency, µM, for the others: max response, negative = inhibition, most hits filed as inhibitors; 360,000 tested, 2.8% active; AID 720504; further: potency means the concentration at half of the fitted maximal effect; series mostly up to about 57 µM; on the % scale 0 is the no-effect control and ±100 the full control effect; nearly all actives have a fitted effect of over 65% in size
Abeta yeast res – restores growth of yeast expressing A-beta42 peptide; yeast expressing A-beta42, growth rescue, OD600, 48 h; response scale: 0% DMSO, 100% iron-clioquinol control; Potency, µM (series often up to 46.1 µM), for the others: top-dose growth rescue, usual class: activators; 410,000 tested, 0.063% active; AID 1347071; further: potency means the concentration at half of the fitted maximal effect; nearly all actives have a fitted effect of over 55% in size
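Yeast growth medium received pinned compounds, then yeast cells expressing toxic A-beta were added; plates incubated at 30 C for 48 hr. Growth read as absorbance at 600 nm, normalized to DMSO and equimolar FeCl3 plus clioquinol controls.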
EPAC1 agonist – EPAC1 (human) agonism; EPAC1 agonist qHTS, biochemical assay; response scale: 100% = response to 6.5 mM cAMP; Potency, µM (highest dose often 154 µM), for the others: top-dose activation, hits mostly activators; 360,000 tested, 0.073% active; AID 720707; further: potency means the concentration at half of the fitted maximal effect; nearly all actives have a fitted effect of over 60% in size
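Multi-concentration qHTS readout: loss of Rap1B-bound BODIPY-GDP fluorescence driven by 100 nM EPAC1 with excess GDP (50 uM), monitored kinetically at room temperature; agonist response expressed relative to 6.5 mM cAMP.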
IL2 activator – activators of IL-2. IL-2 activation reporter assay, cell-based qHTS; stimulated with anti-CD3/CD4/CD28 beads; in transgenic mouse T cells. activation, % (series mostly up to about 46 µM). 360,000 tested, 0.065% active; in the data active means activation above about 50%; inconclusive means mostly about 30% to 49%; further: 0% is about no effect
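Unstimulated transgenic mouse T cells; 60-min compound exposure; bead-based TCR/CD4/CD28 stimulation; 18 h culture, 37 degrees C; dual fluorescence (EGFP, DsRed) plate cytometry.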
PI5P4K alpha inh – inhibitors of human PI5P4K alpha. P48426. PI5P4Kalpha enzyme, ADP-Glo luminescence, 60 min; stronger effect = lower value. max response, %. 330,000 tested, 1.2% active. AID 652105; active means max response of -50% or lower; inconclusive means between -30% and -50%; inactive means -30% or higher; further: value at the top dose of about 77 µM; on the % scale 0 is the no-effect control and ±100 the full control effect
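ADP-Glo luminescence end-point read after a 60 min room-temperature kinase reaction of PI5P4Kalpha plus substrate, initiated with ATP at 5 microM final. Buffer: 0.038 M HEPES pH 7.4, EGTA, 0.1% CHAPS, 5% DMSO.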
WRN helicase inh – blocks human WRN helicase; Q14191; WRN helicase unwinding, fluorescent forked duplex, kinetic; Potency, µM (top dose mostly 114 µM), for the others: top-dose activity change, negative = inhibition, usual class: inhibitors; 360,000 tested, 0.46% active; further: potency means the concentration at half of the fitted maximal effect; on the % scale 0 is the no-effect control and ±100 the full control effect; nearly all actives have a fitted effect of over 55% in size
Target sequence (Q14191 whole entry, looked up): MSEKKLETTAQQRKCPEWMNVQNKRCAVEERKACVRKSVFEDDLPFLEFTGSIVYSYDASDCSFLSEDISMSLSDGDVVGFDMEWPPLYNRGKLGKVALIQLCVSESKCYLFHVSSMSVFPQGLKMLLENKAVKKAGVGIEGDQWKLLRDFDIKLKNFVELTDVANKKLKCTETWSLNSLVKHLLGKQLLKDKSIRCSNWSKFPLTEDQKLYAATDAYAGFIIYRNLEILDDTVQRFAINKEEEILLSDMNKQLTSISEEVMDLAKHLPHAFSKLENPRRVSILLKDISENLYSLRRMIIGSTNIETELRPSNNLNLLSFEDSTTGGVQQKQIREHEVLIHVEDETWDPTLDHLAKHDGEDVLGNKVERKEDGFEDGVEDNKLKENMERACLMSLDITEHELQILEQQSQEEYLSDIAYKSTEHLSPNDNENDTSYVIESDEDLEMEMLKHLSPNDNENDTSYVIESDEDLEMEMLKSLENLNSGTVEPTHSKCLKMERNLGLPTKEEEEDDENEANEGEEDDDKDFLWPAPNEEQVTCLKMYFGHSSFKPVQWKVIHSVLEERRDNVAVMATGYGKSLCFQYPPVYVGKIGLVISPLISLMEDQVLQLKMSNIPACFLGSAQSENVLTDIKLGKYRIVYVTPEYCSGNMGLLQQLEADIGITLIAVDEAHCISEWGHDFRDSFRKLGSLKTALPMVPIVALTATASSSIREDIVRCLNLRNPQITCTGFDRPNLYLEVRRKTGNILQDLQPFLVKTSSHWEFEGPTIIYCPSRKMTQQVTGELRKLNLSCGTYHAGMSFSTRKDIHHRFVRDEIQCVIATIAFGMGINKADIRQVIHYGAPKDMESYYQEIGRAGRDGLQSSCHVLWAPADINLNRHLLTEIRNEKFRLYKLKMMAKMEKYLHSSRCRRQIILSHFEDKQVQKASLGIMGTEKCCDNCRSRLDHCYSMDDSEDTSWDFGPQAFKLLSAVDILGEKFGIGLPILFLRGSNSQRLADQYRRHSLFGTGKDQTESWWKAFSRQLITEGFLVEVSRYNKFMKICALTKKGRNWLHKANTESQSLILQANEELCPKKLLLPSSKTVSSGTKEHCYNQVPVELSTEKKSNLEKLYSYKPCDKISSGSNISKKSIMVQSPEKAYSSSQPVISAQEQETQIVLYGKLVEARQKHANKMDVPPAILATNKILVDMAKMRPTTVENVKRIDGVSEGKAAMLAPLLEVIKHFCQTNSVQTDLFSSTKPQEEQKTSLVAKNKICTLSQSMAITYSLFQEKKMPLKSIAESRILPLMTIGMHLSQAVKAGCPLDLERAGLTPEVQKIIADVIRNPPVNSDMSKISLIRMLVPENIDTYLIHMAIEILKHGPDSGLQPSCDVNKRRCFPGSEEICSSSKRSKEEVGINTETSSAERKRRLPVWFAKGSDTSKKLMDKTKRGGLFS
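Kinetic fluorescence helicase assay: unwinding of a quenched forked DNA duplex (100 nM final) with 2 mM ATP final raises red fluorescence (525/598 nm). Compounds sat 15 min at room temperature with 20 nM WRN beforehand.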
EPAC1 antagonist – blocks human EPAC1 exchange factor | 360,000 tested, 0.14% active | Potency, µM (highest dose often 115 µM), inactives show at the top dose activity change, negative = inhibition, most hits filed as inhibitors | EPAC1 GEF assay, Rap1b-BODIPY-GDP exchange fluorescence | O95398 | AID 720709;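 further: potency means the concentration at half of the fitted maximal effect; plate controls were vehicle for no effect and positive control for full effect; nearly all actives have a fitted effect of over 50% in size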
Active calls of the source: *; ? = inconclusive; . = no result given; & = joins results of further samples; [ ] = another dose, or the depositor's remark. Unless noted, the call rests on the fitted dose curve; in most records, active means well fitted curve in the direction sought with a large enough effect; inconclusive means small, poorly fitted or top-dose-only effect, or another doubt; inactive means no such curve, though single readings can be large; an effect the other way counts as inactive or inconclusive.

Every second line gives: FUS yeast rescue, PLK1 PBD block, Abeta yeast res, EPAC1 agonist, IL2 activator, PI5P4K alpha inh, WRN helicase inh, EPAC1 antagonist
> COC(=O)CCSCc1cn2cc(Cl)ccc2n1
    -10%, -6%, -9%, 0%, 0.5, 0, 4%, -20%
> O=C(CN(C(=O)CCC(=O)Nc1ccccn1)c1cccc(F)c1)NCc1ccc(F)cc1
    9%, -4%, 0%, -2%, -1.9, 0, 6%, 3%
> COc1ccccc1S(=O)(=O)Cc1ccc(C(=O)NCc2ccc3c(c2)OCO3)o1
    -10%, -11%, -7%, 5%, -0.6, 0, -2%, -3%
> CC(NC(=O)c1cccnc1)C(=O)O (stereo unspecified)
    -4%, -12%, -20%, -4%, 0.6, -1, 2%, -1%
> C[C@@H]1CN([C@@H](C)CO)S(=O)(=O)c2ccc(-c3ccc(C#N)cc3)cc2O[C@@H]1CN(C)Cc1ccccn1
    13%, 3%, 2%, -15%, -2.8, -1, 4%, -10%
> C=CCN(C(=O)CNC(=O)c1cccs1)C(C(=O)NC1CCCCC1)c1cccnc1 (stereo unspecified)
    9%, -6%, -6%, 3%, 0.1, 5, -6%, 9%
> c1ccc(CCNc2ncnc3c2cnn3-c2ccccc2)cc1
    7%, 1%, -12%, ?, -1.6, ., -23%, -11%
> COc1ccc(CN2CCN(CCCc3ccccc3)C(CCO)C2)cc1OC (stereo unspecified)
    21%, -1%, 6%, 8%, 0.5, 0, -30%, -1%
> O=[N+]([O-])C(=C1NCCN1)C(Cl)=C(Cl)Cl
    -19%, 0%, 8%, 4%, 2.5, 3, -16%, -10%
> COc1ccc(C)cc1S(=O)(=O)N(C)CC(=O)Nc1ccc2c(c1)OCCO2
    3%, 0%, 5%, 8%, 2.0, ., -9%, 4%
> Cc1cc(C(=O)OCC(=O)Nc2cccc(S(=O)(=O)N(C)C)c2)c(C)o1
    -5%, -3%, 14%, 4%, 0.3, 0, -10%, -8%
> CC(C)NC(=O)c1ccc2c(=O)n(CC3CCCO3)c(=S)[nH]c2c1 (stereo unspecified)
    13%, -29%, -11%, -4%, -1.3, -12, 2%, -25%
> O=C(CC1C(=O)NCCN1Cc1ccccc1)NC1CCCCC1 (stereo unspecified)
    -15%, -18%, -3%, 5%, 0.0, -14, 1%, 7%
> CCOc1ccc(/C=C2\SC(=S)N(CCC(=O)Nc3cccc(C(=O)O)c3)C2=O)cc1
    -24%, ?, -16%, 13%, -0.2, 0, -16%[57.1 µM], -15%
> O=C(COc1ccc(C(=O)NCCc2ccccc2)cc1)Nc1ccccc1
    ., -4%, 10%, -5%, -0.3, 3, -5%, -5%
> CCc1ccc(NC(=O)CSc2nc(=O)n(CCCN3CCOCC3)c3c2CCCC3)cc1
    -2%, 1%, -7%, 3%, -1.9, -1, 2%, 12%
> CC1(C)CC=CC(COC(=O)c2ccccc2C(=O)O)C1 (stereo unspecified)
    ., 2%, 12%, -3%, 2.6, -2, 2%, 1%
> CCCCn1c(-c2ccccc2C)nc2cc3[nH]c(=O)c(C(C)C)nc3cc21
    ?, -20%, -4%, -10%, -4.4, -2, -11%, -9%
> CCCOc1ccc(-c2csc(NC(=O)CN3C(=O)CCC3=O)n2)cc1
    -11%, -14%, 2%, 8%, 4.0, -8, 4%, 9%
> CC(=O)c1nc(-c2ccccc2)sc1C
    -32%, -3%, 3%, 3%, 1.6, 1, -5%, -4%
> CCCc1cc(C(=O)N2CCC(n3nccc3NC(=O)c3ccc(OC)cc3)CC2)no1
    8%, -9%, 5%, -5%, -2.1, 2, -3%, 7%
> Cc1oc(-c2cccc(F)c2)nc1CN1CCCN(C(=O)c2ccco2)CC1
    10%, -6%, 6%, -10%, -0.6, 0, 4%, 32%[activator]
> COc1cccc(-n2nc(C(=O)Nc3ccc4c(c3)OCO4)c3ccccc3c2=O)c1
    3%, -2%, 12%, 16%, 0.1, 4, -10%, -2%
> CCN(C[C@H]1N[C@@](CC)(C(=O)OC)[C@H]2C(=O)N(C)C(=O)[C@@H]12)C(=O)Nc1ccc(Cl)cc1
    -24%, -5%, -7%, -18%, -0.1, 3, 6%, -7%
> O=C(NCc1cccc(Cl)c1)c1ccc(CS(=O)Cc2ccccc2Cl)o1 (stereo unspecified)
    16%&30%, -1%, 18%&2%, 11%, -1.6, -2, -3%, ?
> CC1CCN(C(=O)C2(NC(=O)Nc3cccc(F)c3)CCCCC2)CC1
    -12%, 3%, 6%, -1%, -1.0, 7, 3%, 6%
> O=C(c1ccco1)N1CCCC(N2CCN(c3ccccc3F)CC2)C1 (stereo unspecified)
    8%, -11%, 4%, -8%, 2.8, 1, -23%, 7%
> CCOC(=O)CNC(=O)N1C[C@H]2CON(C)[C@H]2C[C@H]1c1ccccc1Br
    -10%, 3%, 0%, -3%, -1.0, 20, -2%, -9%
> CCN(C(=O)COC(=O)CCOc1ccc(C(C)(C)C)cc1)c1c(N)n(Cc2ccccc2)c(=O)[nH]c1=O
    -15%, -5%, 3%, 0%, -0.7, 14, -4%, ?
> CCOC(=O)C1=C(CSc2nnnn2C)N(C)C(=O)NC1c1ccccc1 (stereo unspecified)
    -6%, -12%, -2%, 9%, 0.1, -3, -21%, 3%

The final three compounds of the section above lead into the next.
Every second line gives: FUS yeast rescue, PLK1 PBD block, Abeta yeast res, EPAC1 agonist, IL2 activator, PI5P4K alpha inh, WRN helicase inh, EPAC1 antagonist
> CCOC(=O)CNC(=O)N1C[C@H]2CON(C)[C@H]2C[C@H]1c1ccccc1Br
    -10%, 3%, 0%, -3%, -1.0, 20, -2%, -9%
> CCN(C(=O)COC(=O)CCOc1ccc(C(C)(C)C)cc1)c1c(N)n(Cc2ccccc2)c(=O)[nH]c1=O
    -15%, -5%, 3%, 0%, -0.7, 14, -4%, ?
> CCOC(=O)C1=C(CSc2nnnn2C)N(C)C(=O)NC1c1ccccc1 (stereo unspecified)
    -6%, -12%, -2%, 9%, 0.1, -3, -21%, 3%
> COc1ccc(S(=O)(=O)N2CCCC2CNC(=O)C(=O)NCc2ccc3c(c2)OCO3)cc1 (stereo unspecified)
    12%, -4%, -2%, 18%, 0.2, -2, -5%, -15%
> COc1cccc(C2C(C(=O)c3cccs3)=C(O)C(=O)N2CCN(C)C)c1OC (stereo unspecified)
    14%, ?, 6%, -1%, -1.8, -1, 1%, -6%
> CC(=O)c1cccc(-n2nnnc2SCC(=O)NNC(=O)C(C)C)c1
    -36%, 3%, 9%, -20%, -0.6, -3, 11%, -2%
> O=c1c2cc(-c3ccccc3)sc2ncn1/N=C/c1ccco1
    26%, -11%, 4%, 14%, -0.1, 1, -6%, -30%
> Fc1ccc(CN2CCN3CCCC3C2C2CCCCC2)cc1F (stereo unspecified)
    2%, -12%, -9%, -3%, -2.5, 2, -27%, -20%
> COc1nccnc1NS(=O)(=O)c1ccc(NCc2ccccc2O)cc1
    9%, -2%, -4%, -7%, 0.0, 0, -31%, -6%
> CSc1ccc(CN(C)CC(=O)NCc2ccccc2)cc1
    14%, -25%, -6%, -3%, -5.0, 3, ?, ?
> O=C(O)c1ccn2c(C(=O)c3ccccc3)c(-c3ccccc3)cc2c1
    2%, -15%, -31%, 1%, -1.3, -11, -4%, 1%
> O=C(Nc1cccc(C(=O)O)c1)/C(=C\c1ccccc1)NC(=O)c1ccco1
    -17%, 5%, 10%, -9%, -0.1, 0, 9%, 17%
> Cc1sc2ncnc(N3CCC(C(=O)N(C)CC(=O)Nc4cccc(F)c4)CC3)c2c1C
    32%, -11%, -1%, 15%, -2.7, -8, 1%, -4%
> COc1ccc(-n2nc(C(=O)NCC(=O)N(C)Cc3ccccc3)c3ccccc3c2=O)c(OC)c1
    -1%, -5%, -2%, 5%, 0.4, 6, -3%, 20%
> CCOC(=O)C1(Cc2ccccc2C)CCCN(C(=O)c2ccccn2)C1 (stereo unspecified)
    19%, -2%, 20%, 10%, -0.3, 1, -1%, 1%
> CC(C)(C)C(=O)CSc1ccc(S(=O)(=O)N2CCN(Cc3ccccc3)CC2)cn1
    3%, -3%, 28%, 5%, -0.7, 18, -8%, -16%
> CCCCCCCCN1C(=O)[C@H](CC(=O)N2CCCCC2)C[C@@]2(C(=O)OC)CCCCC=C12
    ?, -6%, 11%, -7%, -0.3, 3, 0%, -19%
> Cc1ccc(C(=O)N/N=C\c2ccc3c(c2)OCO3)cn1
    -5%, -15%, -7%, -2%, -1.3, 1, -2%, -12%
> O=C(Cc1ccsc1)NCC(=O)Nc1ccccc1Br
    -23%, -13%, 14%, 12%, -0.3, 2, 5%, -8%
> CC(C)n1c(NCc2nc3ccccc3n2C)nc2ccccc21
    16%, -10%, 4%, 4%, -1.2, -1, 0%, 1%
> CCc1noc(C)c1C(=O)OCC(=O)c1ccc(NC(=O)CC(C)C)cc1
    13%, -8%, -9%, -10%, -2.9, 3, -10%, -17%
> CCOC(=O)C1Nc2ccc(C(=O)O)cc2C2C=CCC12 (stereo unspecified)
    ?, 3µM*, -16%, 20%, -0.7, -69*, 28µM*, 6%
> Cc1ccc2oc(-c3cccc(NC(=O)c4ccccn4)c3)nc2c1
    -1%, 5%, 5%, -4%, -3.1, -4, 6%, -6%
> COc1cccc(NS(=O)(=O)c2ccc3c(c2)NC(=O)CC(=O)N3)c1
    -10%, 0%, -10%, -4%, 2.8, -2, 1%, 13%
> CC(OC(=O)CN1C(=O)C2C3C=CC(C4CC34)C2C1=O)C(=O)c1ccccc1 (stereo unspecified)
    25%, -17%, -16%, 10%, -0.4, 2, 8%, -18%
> CC(=O)Nc1ccc(NC(=O)c2cc(=O)c3cc(C)cc(C)c3o2)cc1
    0%, -4%, -3%, 10%, 1.7, 1, 2%, 13%
> COCCNC(=O)C1CCCN(C(=O)c2ccc(F)c(C)c2)CC1 (stereo unspecified)
    -13%, -1%, -23%, 1%, -0.1, 8, 2%, 4%
> COc1ccc(N(CC(=O)NC(C)C)C(=O)CCC(=O)Nc2ccccn2)cc1
    -8%, 6%, -4%, 3%, 1.6, 5, 6%, -12%
> Cc1ccccc1C(=O)Nc1nnc(-c2ccco2)o1
    12%, -3%, -7%, -8%, -2.0, -4, -30%, -11%
> CCCCCCOC(=O)C(C#N)c1nc2ccccc2nc1N1CCN(CC)CC1 (stereo unspecified)
    19%, 0%, 1%, -3%, -2.4, 3, -12%, 3%
> CC(NC(=O)CN(C1CCCCC1)S(C)(=O)=O)c1ccccc1 (stereo unspecified)
    4%, -2%, 15%, 3%, 2.5, 2, -4%, -24%
> COc1ccc2c(c1)c(=O)c(C(=O)c1ccccc1)cn2Cc1ccccc1
    -6%, 0%, -15%, -12%, -0.2, 1, 4%, -5%
